All columns: NCI-60 one-dose screen, growth in % after 48 h at 10 µM unless noted; 100 = growth as untreated, 0 = no growth, -100 = all killed.
MCF7: MCF7 breast cancer; AID 1794796; hit rate 6.3% among 82,000
RPMI-8226: RPMI-8226 leukemia cells | AID 1794781 | hit rate 7.5% among 77,000
K-562: K-562 leukemia; hit rate 7.4% among 78,000
SR: SR leukemia cells | AID 1794780 | hit rate 8.7% among 73,000
MDA-MB-468: MDA-MB-468 breast cancer; hit rate 8.5% among 78,000
MDA-MB-435: MDA-MB-435 melanoma. AID 1794794. hit rate 7.8% among 82,000
MDA-MB-231: MDA-MB-231 breast cancer | hit rate 5% among 81,000
MOLT-4: MOLT-4 leukemia cells. AID 1794779. hit rate 6.9% among 80,000
* hit, by the source's call; . = no result given; & = joins results of further samples. Rule for the calls: active = growth percent below 10; inactive = the rest.

SMILES	MCF7	RPMI-8226	K-562	SR	MDA-MB-468	MDA-MB-435	MDA-MB-231	MOLT-4
CS(=O)(=O)c1nc2[nH]c(=O)[nH]c2c(=O)[nH]1	94	107	102	98	109	103	104	110
O=[N+]([O-])c1ccc(CC(Cl)c2ccccn2)cc1 (stereo not given)	104	97	122	119	114	.	105	90
COc1ccc(C=NNc2nc(SCC(=O)Nc3nc4ccc(C)cc4s3)nc(-c3ccccc3)c2C#N)cc1	88	102	88	73	101	102	95	80
Cc1cc(N2CCOCC2)nc(N2CCN(CC(=O)Nc3ccc4c(ccn4C)c3)CC2)n1	93	108	92	88	101	97	97	94
O=C1CC(N2C(=O)/C(=C/C=C/c3ccccc3)SC2=S)C(=O)N1c1ccc(Br)cc1 (stereo not given)	64	80	94	75	.	107	91	106
COc1ccc(C(=O)c2cc(OC)c(OC)c(OC)c2)cc1O	6.2*	13	9.0*	7.0*	-14*	-41*	25	15
O=C1/C(=C/c2ccc(Cl)cc2)N=C2SC=C(/N=c3\scc(-c4ccccc4)n3-c3ccccc3)N12	102	95	97	86	119	108	105	87
CC(C)(C)OC(=O)NS(=O)(=O)N(c1cccc(F)c1)C1CCN(C(=O)OC(C)(C)C)CC1	107	103	96	79	102	114	114	86
CC(=O)Nc1cccc(NC(C)=O)c1	103&100	118&109	108&109	113	112	101&102	103&113	113&104
Cc1ccnc(NC(=O)C(C)c2ccc(Nc3ccnc(C(F)(F)F)c3)cc2)c1 (stereo not given)	103	101	80	90	108	93	99	95
CC(C)=CCC[C@](C)(O)[C@H]1CC[C@]2(C)[C@@H]1CC[C@@H]1[C@@]3(C)C/C(=C/c4ccc(C(F)(F)F)cc4)C(=O)C(C)(C)[C@@H]3CC[C@]12C	86	80	86	80	103	101	99	84
CCCCCCCCCCCCCCCC(=O)OC(=O)CCCCCCCCCCCCCCC	101	108	101	113	99	100	111	106
Cc1ccc2cccc(OC(=O)c3cccnc3Oc3ccccc3)c2n1	101	104	96	95	111	112	104	97
Nc1cccc2ccc(O)cc12	97&84	100	95&99	87&64	100&94	115&105	87&69	95&74
COc1ccc2[nH]c(O)c(N=Nc3nnc4n3N=C(c3ccccc3)CS4)c2c1	72	39	15	37	68	78	78	49

3 entries out of the list, ordered by SMILES length, lowest first.
SMILES	MCF7	RPMI-8226	K-562	SR	MDA-MB-468	MDA-MB-435	MDA-MB-231	MOLT-4
Nc1cccc2ccc(O)cc12	97&84	100	95&99	87&64	100&94	115&105	87&69	95&74
COc1ccc(C(=O)c2cc(OC)c(OC)c(OC)c2)cc1O	6.2*	13	9.0*	7.0*	-14*	-41*	25	15
CCCCCCCCCCCCCCCC(=O)OC(=O)CCCCCCCCCCCCCCC	101	108	101	113	99	100	111	106

New compounds follow:
SMILES	MCF7	RPMI-8226	K-562	SR	MDA-MB-468	MDA-MB-435	MDA-MB-231	MOLT-4
C=CCCCCOc1cccc(/C=C2\N=C3SCCCN3C2=O)c1	89	103	91	125	89	106	89	97
COc1ccc(C(=O)N/N=C/c2ccc(OC)c(Br)c2)cc1	98	107	109	108	81	94	103	103
CC1(C)NCCC[C@]2(C)[C@H]3CC=C4[C@@H]5C[C@@](C)(CO)CC[C@]5(C)CC[C@@]4(C)[C@]3(C)CC[C@@H]12	41	20	9.3*	-1.3*	68	52	58	34
CCC1=Cc2cc(OC)ccc2OC12C=Cc1cc(OC)ccc1O2 (stereo not given)	15	19	13	16	70	-28*	35	11
Nc1nc(C(=O)N/N=C/c2ccc(O)cc2)nn1-c1ccc(S(N)(=O)=O)cc1	100	99	91	89	107	104	94	98
O=[N+]([O-])c1ccc(N/N=C/CCc2ccccc2)nc1	102	104	100	91	109	.	90	101
c1cc2c3c(cccc3c1)NN=N2	70	82	102	81	95	119	89	97
O=c1[nH]cc(-c2ccccc2)c(=O)[nH]1	99	110	97	68	99	103	112	71
C#CCN(C)CCCOc1ccc(NC(=O)CCCCCCCCC(=O)NO)cc1Cl	32	40	41	33	28	74	90	43
CC(C)(C)OC(=O)N1Cc2cc3ccccc3nc2C1CO (stereo not given)	91	.	133	137	72	88	97	128
CC(C)[C@@H]1C=C2CC[C@H]3[C@](C)(CN)CCC[C@]3(C)[C@H]2CC1	-44*	21	17	.	.	-23*	61	49
CSc1ccc(-c2ccccc(=O)c2O)cc1	16	10	.	5.2*	12	23	37	2.7*
Clc1ccc(/C=C/c2cc(/C=C/c3ccccc3)c3ccccc3n2)c(Cl)c1	96	110	107	83	109	99	.	101
CCOC(=O)c1c(C=O)nc2ccccc2c1/C=C/c1ccccc1	77	93	85	.	93	102	88	96
CCc1cccc(CC)c1N1C(=O)C=CC1=O	110	.	24	.	35	111	132	-10*
COc1cc(C(=O)NNC(=O)c2ccc(NC(=O)CN=[N+]=[N-])cc2)cc(OC)c1OC	95	100	97	91	109	109	91	87
COc1c(Br)cc(C(c2cc(Br)c(OC)c(Br)c2)c2ccccc2C(=O)O)cc1Br	96	89	90	81	100	104	102	89
CC(=O)NCc1c(C)c(C)c(CNC(C)=O)c(C)c1C	104	95	89	87	112	116	94	85
Nc1nccc(SCc2ccc(Cl)cc2Cl)n1	86	.	66	61	72	77	87	74
CCOC(=O)c1cc2c(n1Cc1cccc(OC)c1)-c1oncc1CC2	14	37	18	.	-2.3*	-24*	53	33
CN1C=CC(C(C(N)=O)c2ccccc2)c2ccccc21 (stereo not given)	103	100	97	98	98	105	104	97
O=C1CC(c2cccc(F)c2)c2c(n[nH]c2-c2ccc(Cl)cc2)N1 (stereo not given)	97	82	96	89	68	100	80	88
Oc1c(Cl)cc(Cl)cc1-c1ccn[nH]1	99	96	103	94	99	109	100	110
Cc1[nH]nc(-c2ccc(OCc3ccc(Cl)cc3)cc2O)c1Oc1ccccc1	80	78	87	85	101	98	112	70
COc1ccc(CCN2C(=O)/C(=C/c3ccc(C4Oc5ccccc5C5CC(c6ccc(Cl)cc6)=NN54)cc3)SC2=S)cc1 (stereo not given)	92	95	102	112	105	101	91	97
O=c1nc2sc3ccc(Br)cc3cc-2s1	84	90	80	70	108	77	106	91
CC[N+](CC)(CC(=O)NC)Cc1ccc([N+](=O)[O-])cc1	89	96	117	95	117	106	108	99
CN1CCN(c2ccc(Nc3nc(NCCNS(=O)(=O)c4ccc(Cl)cc4)c4sccc4n3)cc2)CC1	83	81	9.7*	23	93	95	95	74
NC(=O)c1c(NC(=O)COC(=O)c2ccccc2F)sc2c1CCC2	92	100	51	57	104	105	102	99
Cc1ccccc1Nc1cc(=O)[nH]c(N)n1	102	110	113	99	103	103	101	106
COc1ccc2c(c1)/C(=C/c1cc(-c3ccc(OC)c(OC)c3)n[nH]1)C(=O)N2	70	47	66	37	100	63	84	44
CC(C)Sc1nc(NN)c(C#N)c(-c2ccccc2)n1	91	100	101	109	113	103	99	97
COc1cc(C)c(C2C(C#N)=C(N)Oc3n[nH]c(-c4cccs4)c32)cc1C(C)C (stereo not given)	92	88	.	87	101	105	107	79
O=C(NC(Cc1nnc2n(Cc3ccccc3)c(=O)c3c4c(sc3n12)CCCC4)c1ccc(Cl)cc1)c1ccccc1 (stereo not given)	85	68	92	.	.	57	83	53
O=[N+]([O-])c1ccc2[nH]c(=S)n(/C=C(/c3ccc(Cl)cc3Cl)S(=O)(=O)Cc3ccc(Cl)cc3Cl)c2c1	88	99	102	83	111	103	96	98
CC1(C)NC(=S)NC1=S	108&105	106&110	102&122	99&109	102&105	99&99	109&98	97&106
COc1ccc(Nc2cnc3cc(NC(=O)NC4CCCCC4)ccc3n2)cc1	89	95	99	94	103	83	104	100
CCOC(=O)C1=C(C)NC(=O)NC1c1ccc(OCC(=O)O)cc1 (stereo not given)	95	104	91	91	96	99	103	94
C=CCN(CC=C)c1ncnc2[nH]ncc12	95	77	109	101	78	106	106	98
N/C(=N\C(N)=N\c1nc2ccccc2s1)c1ncc(Cl)cc1Cl	89	97	103	104	112	103	88	94
CCOC(=O)C1=C(C(=O)OCC)N(c2ccccc2Br)C(N)=C(C#N)C1c1cc(=O)[nH]c2ccccc12 (stereo not given)	83	104	94	88	104	96	96	91
COc1ccc2c(c1)OC(N)=C(C#N)C2c1ccc(F)c(F)c1 (stereo not given)	19	7.6*	9.0*	12	-24*	-19*	45	28
COc1ccc2c(c1)C(=O)C1(CC2)OC1c1cccnc1 (stereo not given)	102	92	120	93	.	106	98	87
CC1(C)CC(=O)C(c2ccc([N+](=O)[O-])cc2)=C(O)c2ccccc21	96	98	100	97	102	115	95	102
OC1(Cc2ccc(F)cc2)CCCCCC1	104	112	92	91	95	103	118	83
CSS(=O)(=O)c1ccc(C)cc1	89	100	117	103	103	103	110	108
CN(C)c1ccc(C2OC34CCCCC3C(C#N)(C(=N)O4)C2(C#N)C#N)cc1 (stereo not given)	89	107	103	87	100	99	101	90
Nc1nc(Nc2cc(Cl)ccc2O)nc(C(Cl)(Cl)Cl)n1	99	95	84	75	.	95	87	86
CC1=NN(c2ccccc2)C(=O)C1C(=O)c1ccccc1 (stereo not given)	86	92	.	83	83	104	97	96
COc1cc(C2OC3=C(CCCC3)C3(C#N)C(=O)NC(=N)C23C#N)ccc1O (stereo not given)	99	96	101	112	106	100	108	100
O=C1c2c(sc3c2CCCC3)N2C(=NN3C2=C2CC(c4ccccc4)=NN2C3NCc2ccccc2)N1Cc1ccccc1 (stereo not given)	71	61	70	81	.	77	96	68
COc1ccc([C@H]2C(=O)N(c3cc(OC)c(OC)c(OC)c3)[C@@H]2c2ccc(OC)c(O)c2)cc1	14	22	9.9*	11	-2.2*	-6.9*	17	13
COc1ccc(NC(=O)c2cc(OC)c(OC)c(OC)c2)cc1O	24	52	28	.	30	-15*	59	64
C[C@@H](c1ccccc1)[C@@H](C(=O)O)c1ccccc1	93	100	110	105	97	104	110	102
Cc1ccc(-c2nc(N3CCN(CC(=O)Nc4ccc(Cl)cc4)CC3)c3ccccc3n2)cc1	77	.	73	79	93	96	80	62
O=C1OCC2=C1C(c1cccc(C(F)(F)F)c1)c1cc3c(cc1N2CCO)CCC3 (stereo not given)	16	18	7.0*	.	-1.3*	-44*	28	7.8*
C=C(C)C(=O)O[C@H]1C[C@@]2(C)OC(=CC2=O)[C@H](C)[C@H](O)[C@H]2OC(=O)C(=C)[C@@H]21	22	27	20	38	25	76	77	77
Nc1ccc([N+](=O)[O-])cc1S(=O)(=O)O	90	87	114	117	106	114	117	85
CSc1ccc(NC(=O)Nc2ccccc2)cc1	95	85	85	85	93	99	113	87
COc1ccc(NC(=O)Nc2ccc(OCC(=O)N=Nc3c(O)[nH]c4ccc(Cl)cc34)cc2)cc1	72	104	87	73	93	86	75	99
Following part
SMILES	MCF7	RPMI-8226	K-562	SR	MDA-MB-468	MDA-MB-435	MDA-MB-231	MOLT-4
Cc1ccc(Nc2cc(C)nc(N)n2)cc1	86	91	101	92	101	104	108	110
O=C(C[n+]1cccc2c3ccccc3ccc21)c1ccc(Br)cc1	69	.	35	85	55	.	71	76
COc1ccc(/C=N/NC(=O)c2ccc(S(C)(=O)=O)cc2)cc1OC	92	97	81	92	100	109	106	66
Cc1nn(-c2ccccc2)c2nc(N)c(C3=NCCO3)nc12	84	87	102	104	113	101	87	101
O=C1NCCOc2ccccc21	97&101	108&114	98&97	89&106	95&100	110&105	104&112	102&102
O=C(NNC(=S)NC1CCCCC1)c1ccncc1	102	89	101	.	99	109	111	96
CCCCCCCCNc1nc2ccccc2n2c1nc1ccccc12	95	.	98	.	104	100	104	103
Nc1ccccc1/C=C1\Cc2ccccc2C1=O	64&69	103	102	95&103	82&82	104&109	86&87	85&84
Cc1ccnc(SC#N)n1	91	119	113	122	.	99	106	113
Cc1ccc(-c2nnc(SCc3cc(=O)oc4ccc(C)cc34)o2)cc1	102	100	101	97	94	109	110	97
CCN(CC)c1cn(-c2ccc(S(N)(=O)=O)cc2)nn1	97	103	92	97	92	104	102	98
Brc1ccc(/C=N\N=c2\scc(-c3ccc(Br)cc3)n2/N=C/c2ccc(Br)cc2)cc1	97	98	.	93	112	107	92	91
CC(C)(C)OC(=O)NNc1ccc2cccc(O)c2n1	91	85	79	78	101	104	67	92
Nc1nc2c(C(=O)c3cccs3)nnn2c2cccc(Cl)c12	67	94	118	.	78	102	.	106
[C-]#[N+]c1c(-c2ccc(Cl)cc2)cc(-c2ccc(N)cc2)[nH]c1=O	95	107	100	105	105	102	82	88

Copied from the results shown (13 entries):
SMILES	MCF7	RPMI-8226	K-562	SR	MDA-MB-468	MDA-MB-435	MDA-MB-231	MOLT-4
Cc1ccc(Nc2cc(C)nc(N)n2)cc1	86	91	101	92	101	104	108	110
O=C(C[n+]1cccc2c3ccccc3ccc21)c1ccc(Br)cc1	69	.	35	85	55	.	71	76
COc1ccc(/C=N/NC(=O)c2ccc(S(C)(=O)=O)cc2)cc1OC	92	97	81	92	100	109	106	66
Cc1nn(-c2ccccc2)c2nc(N)c(C3=NCCO3)nc12	84	87	102	104	113	101	87	101
O=C1NCCOc2ccccc21	97&101	108&114	98&97	89&106	95&100	110&105	104&112	102&102
O=C(NNC(=S)NC1CCCCC1)c1ccncc1	102	89	101	.	99	109	111	96
CCCCCCCCNc1nc2ccccc2n2c1nc1ccccc12	95	.	98	.	104	100	104	103
Nc1ccccc1/C=C1\Cc2ccccc2C1=O	64&69	103	102	95&103	82&82	104&109	86&87	85&84
Cc1ccnc(SC#N)n1	91	119	113	122	.	99	106	113
Cc1ccc(-c2nnc(SCc3cc(=O)oc4ccc(C)cc34)o2)cc1	102	100	101	97	94	109	110	97
CCN(CC)c1cn(-c2ccc(S(N)(=O)=O)cc2)nn1	97	103	92	97	92	104	102	98
Brc1ccc(/C=N\N=c2\scc(-c3ccc(Br)cc3)n2/N=C/c2ccc(Br)cc2)cc1	97	98	.	93	112	107	92	91
CC(C)(C)OC(=O)NNc1ccc2cccc(O)c2n1	91	85	79	78	101	104	67	92

Screens deposited in PubChem by NCI.
